IMPase Li cell = qHTS Assay for Identifying the Cell-Membrane Permeable IMPase Inhibitors: Potentiation with Lithium | CHO-M1 cells, IP1 TR-FRET (IP-One), carbachol + lithium | Potency, µM (series often up to 59.4 µM), for inactives: at the top dose activity, negative = IMPase inhibition, hits mostly inhibitors | hit rate 0.35% among 210,000 | AID 1457, 2008;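 further: IP1 builds up when IMPase is blocked and the TR-FRET signal falls; potency means the concentration at half of the fitted maximal effect; plate controls were basal vehicle for no effect and high inhibitor control for full effect; nearly all actives have a fitted effect of over 50% in size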
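Test compounds were applied to CHO-M1 cells previously cultured for 16–30 h at 2000 per well. A small lithium amount accompanied them; after 30 min at 37C, IP1 was quantified by TR-FRET.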
NPSR antagonist = qHTS Assay for Antagonists of the Neuropeptide S Receptor: cAMP Signal Transduction; Potency, µM (top dose mostly 38.3 µM), for the others: at the highest dose activity change, negative = inhibition, actives largely listed as inhibitors; hit rate 1% among 220,000; CHO-NPSR cells, cAMP TR-FRET, antagonist mode; Q6W5P4; AID 1461, 2008; further: potency means the concentration at half of the fitted maximal effect; on the % scale 0 is the no-effect control and ±100 the full control effect; nearly all actives have a fitted effect of over 50% in size; many of its hits are not listed in these tables
Target sequence (Q6W5P4 whole entry, looked up): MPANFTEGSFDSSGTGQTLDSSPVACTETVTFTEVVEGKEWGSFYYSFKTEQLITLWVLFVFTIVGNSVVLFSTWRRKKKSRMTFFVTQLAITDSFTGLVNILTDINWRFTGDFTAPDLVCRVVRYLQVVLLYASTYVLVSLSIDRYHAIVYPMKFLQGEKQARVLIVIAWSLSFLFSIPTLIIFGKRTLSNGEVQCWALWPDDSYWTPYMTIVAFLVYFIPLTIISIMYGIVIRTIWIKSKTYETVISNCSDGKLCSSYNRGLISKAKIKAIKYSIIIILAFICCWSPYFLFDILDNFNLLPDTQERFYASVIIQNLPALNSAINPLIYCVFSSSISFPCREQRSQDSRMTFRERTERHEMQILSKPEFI
CBFb RUNX1 block = qHTS Assay for Compounds Blocking the Interaction Between CBF-beta and RUNX1 for the Treatment of Acute Myeloid Leukemia | Runt-related transcription factor 1 (Homo sapiens) + Core-binding factor subunit beta … | AlphaScreen CBFb-His/RUNX1-biotin binding, biochemical | Potency, µM (doses to about 59.8 µM), for the others: top-dose activity, negative = inhibition, usual class: inhibitors | 230,000 tested, under 10 active | AID 1477, 2009; further: % of control where 0% means no effect
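Bead-based AlphaScreen assay; binding partners His-tagged CBF-beta and biotinylated RUNX1 at 30 nM each. Compound exposure 15 min after a 20-min protein preincubation; bead step 90 min; all steps at room temperature.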
HTT aggregate = qHTS Multiplex Assay to Identify Dual Action Probes in a Cell Model of Huntington: Aggregate Formation (GFP); PC12 HttQ103-GFP aggregates, Acumen cytometry, 40 h; Potency, µM (top dose mostly 46.1 µM), for inactives: at the top dose activity change, negative = inhibition, hits mostly inhibitors; hit rate 1.1% among 220,000; AID 1688, 2009; further: potency means the concentration at half of the fitted maximal effect; on the % scale 0 is the no-effect control and ±100 the full control effect; nearly all actives have a fitted effect of over 60% in size
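Quantitative HTS on tebufenozide-induced (100 nM) PC12 cells stably expressing polyQ103 Huntingtin exon 1–GFP. Reduction of bright GFP aggregates, detected by laser scanning cytometry after lysis, identified actives across the titration.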
LMNA splice mod = qHTS Assay for Modulators of Lamin A Splicing; hit rate 0.01% among 200,000; AID 1487, 2009; HeLa LMNA splicing GFP/RFP minigene ratio, 48 h; Potency, µM (top dose mostly 46.1 µM), without a hit: top-dose ratio change, negative = inhibition, usual class: inhibitors; active means well fitted inhibition curve with a large enough effect in the signal ratio, with a control signal flat, not every such curve was filed as active; inconclusive means small, poorly fitted or top-dose-only effect, or effect the other way, or a change in a side signal; the % refers to the signal ratio; further: potency means the concentration at half of the fitted maximal effect; on the % scale 0 is the no-effect control and ±100 the full control effect
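Read-out is the ratio of GFP to DsRed2 object intensity, acquired by 488 nm laser-scanning cytometry on HeLa lamin A-EGFP minigene reporter cells. Compound incubation 48 hrs at 37 °C in Opti-MEM with 2% FBS; DMSO 0.5% final.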
Epigenetic reg = Quantitative High-Throughput Screen for Regulators of Epigenetic Control. murine LDR cells, GFP reporter derepression, 30 h. AID 1865, 2009. hit rate 0.2% among 280,000. Potency, µM (series often up to 53.9 µM), inactives show at the top dose GFP activation, most hits filed as activators; further: potency means the concentration at half of the fitted maximal effect; % of control where 0% means no effect; nearly all actives have a fitted effect of over 60% in size
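Murine LDR cells bearing a silenced CMV-driven GFP reporter were exposed to compound for 30 h at 37 C. After PBS washes, GFP-positive cells (20-120 um objects) counted by laser-scanning microplate cytometry.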
Luc counter = Counterscreen for Luciferase (Kinase-Glo TM) Inhibition; AID 1379, 2008; Kinase-Glo luciferase, ATP luminescence, 8 min; hit rate 0.28% among 200,000; Potency, µM (top dose mostly 38.3 µM), for inactives: at the highest dose activity change, negative = inhibition, most hits filed as inhibitors; Luciferin 4-monooxygenase (Photuris pensylvanica), Q27757; further: potency means the concentration at half of the fitted maximal effect; on the % scale 0 is the no-effect control and ±100 the full control effect; nearly all actives have a fitted effect of over 60% in size
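Compound is pinned into ATP-containing buffer (10 uM ATP, imidazole pH 7.2, 7 mM MgCl2). Kinase-Glo luciferase reagent is then added. Light output is recorded following an 8-min room-temperature incubation.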
* = called active by the depositor; ? = inconclusive; · = no result given; [ ] = remark or other dose. Unless noted, the call rests on the fitted dose curve; in most records, active means well fitted curve in the direction sought with a large enough effect; inconclusive means small, poorly fitted or top-dose-only effect, or another doubt; inactive means no such curve, though single readings can be large; an effect the other way counts as inactive or inconclusive. Some of the compounds tested, so the mix of outcomes need not match the whole.

#1 O=C(c1ccccc1)N1CCSC1=S
#2 N#CCCN(C(=O)COC(=O)c1ccc2c(=O)n3c(nc2c1)CCC3)c1ccc(F)cc1
#3 C/C(=N\NC(=O)CC#N)c1ccc(Oc2ccccc2)cc1
#4 CC(=O)c1cccc(NC(=O)C(=O)c2cn(CC(=O)N3CCCCC3)c3ccccc23)c1
#5 O=C1c2ccccc2C(=O)N1CCCCN(C(=O)c1cc2ccccc2oc1=O)c1ccc(F)cc1F
#6 Cc1nc(N)ncc1C(=O)Nc1ccccc1

assay / compound,1,2,3,4,5,6
LMNA splice mod,-1.7%,·,·,·,-5.6%,·
NPSR antagonist,9.4%[46.1 µM],5.1%,11.8%,-18.6%,-44.0%,10.5%
Luc counter,-2.6%,-1.6%,-2.6%,1.8%,-4.2%,-0.9%
IMPase Li cell,-13.0%[38.3 µM],5.4%,9.9%,-5.2%,15.0%,21.8%
Epigenetic reg,-1.1%,-0.9%[10.1 µM],1.7%,-0.3%,-3.0%,-2.2%
CBFb RUNX1 block,1.9%,1.5%,4.0%,-10.9%,0.1%,25.4%
HTT aggregate,1.2%,0.0%[9.22 µM],-4.7%,-4.1%,11.2%,-11.6%

#7 CCCCCC1CC(CC(=O)NC(=S)Nc2ccccc2Cl)C(=O)O1 (configuration not stated)
#8 COc1ccc(S(=O)(=O)N(CC(=O)N2CCN(C)CC2)c2ccccc2)cc1OC
#9 COc1ccc2nc(NC(=O)C(NS(=O)(=O)c3cccs3)C(C)C)sc2c1 (configuration not stated)
#10 Cc1occc1-c1nnc(SCC(=O)Nc2nc(-c3ccccc3)cs2)o1
#11 O=C(Nc1nc(-c2cc(F)ccc2F)cs1)c1ccccn1
#12 O=C(CC(C(=O)O)C1CCCO1)NCCc1ccc2c(c1)OCO2 (configuration not stated)

assay / compound,7,8,9,10,11,12
LMNA splice mod,-17.0%[46 µM],9.3%,?,13.4%,?,-4.2%
NPSR antagonist,6.2%,7.1%[46.1 µM],-15.2%[46.1 µM],-8.7%[46.1 µM],-23.2%,3.0%[46.1 µM]
Luc counter,-1.9%,-0.4%,4.6%,-2.8%,2.9%,-3.6%
IMPase Li cell,1.9%,9.6%[38.3 µM],5.1%[38.3 µM],20.3%[38.3 µM],4.6%,1.9%[38.3 µM]
Epigenetic reg,2.5%,1.5%,-7.9%,6.2%,?,0.0%
CBFb RUNX1 block,-0.3%,1.4%,4.2%,-5.9%,-2.1%,6.2%
HTT aggregate,1.1%[9.22 µM],6.2%,12.1%,-0.4%,?,-19.3%

#13 CC(C)(C)c1nn2cnnc2n(/N=C/c2cccc3ccccc23)c1=O
#14 CCCCCCSc1nnc(-c2cnn(-c3ccccc3)c2-n2cccc2)n1C
#15 CC1CCN(C(=O)/C=C/c2ccc(C(C)(C)C)cc2)CC1
#16 CCn1cc(C2=NOC(C(=O)O)C2)c(C)n1 (configuration not stated)
#17 c1ccc(CCNc2nc(-c3ccccn3)cs2)cc1
#18 Cc1c(NC(=O)CSCc2c(F)cccc2Cl)c(=O)n(-c2ccccc2)n1C

assay / compound,13,14,15,16,17,18
LMNA splice mod,-1.7%,?,?,1.5%,·,7.4%[46 µM]
NPSR antagonist,-14.6%,?,-28.4%,8.5%[46.1 µM],-15.9%,7.7%
Luc counter,-4.8%,0.6%,-1.3%,2.2%,-3.5%,0.6%
IMPase Li cell,-7.1%,29.9%[38.3 µM],9.4%,-6.0%[38.3 µM],12.7%,7.1%
Epigenetic reg,0.0%,0.7%,-0.9%,4.1%,3.2%,-1.5%
CBFb RUNX1 block,8.3%,1.8%,1.9%,4.5%,-0.4%,3.5%
HTT aggregate,-23.4%,?,-22.0%,9.7%,33.7%[9.22 µM],-0.7%

#19 O=C(COc1ccc(/C=N/NC(=O)c2cc3ccccc3o2)cc1Br)Nc1ccccc1
#20 CN(c1ccccc1)S(=O)(=O)c1ccc(Cl)c(C(=O)OCC(N)=O)c1
#21 Cc1nc(CS(=O)(=O)c2ccccn2)sc1C(=O)NNC(=O)c1ccc(Cl)cc1
#22 Cc1ccc(S(=O)(=O)c2nc(-c3ccco3)oc2SCC(=O)NCC2CCCO2)cc1 (configuration not stated)
#23 Cc1cc(C)cc(N(C(=O)c2ccc(Br)o2)C2C=CS(=O)(=O)C2)c1 (configuration not stated)
#24 CN1CCN(C(=O)c2ccccc2N(Cc2ccccc2)S(=O)(=O)c2ccccc2)CC1

assay / compound,19,20,21,22,23,24
LMNA splice mod,?,·,·,-6.8%,·,-1.4%
NPSR antagonist,10µM*,3.5%,12.4%,-1.8%[46.1 µM],-12.3%,9.7%
Luc counter,-2.4%,1.6%,·,5.8%,2.0%,1.1%
IMPase Li cell,-27.8%[38.3 µM],3.8%,·,-2.0%,-7.7%,13.0%
Epigenetic reg,8.9%,-1.5%,0.0%,-0.9%,0.7%,-1.0%
CBFb RUNX1 block,0.2%,-7.2%,2.6%,1.4%,8.7%,0.6%
HTT aggregate,-7.5%,3.4%,-8.2%[9.22 µM],18.1%,11.5%,13.1%

#25 COc1ccccc1N1CCN(S(=O)(=O)c2ccc(Br)s2)CC1
#26 CSc1nc(O)c(C2OC(=O)c3ccccc32)c(=O)[nH]1 (configuration not stated)
#27 O=C(O)C1CC(=O)N(c2ccc(OCc3ccccc3)cc2)C1 (configuration not stated)
#28 CCOc1ccccc1NC(=O)CN(C)S(=O)(=O)c1cnc[nH]1
#29 CCC(c1nnnn1C(C)(C)CC)N1CCN(c2ccccc2F)CC1 (configuration not stated)
#30 COc1ccc(NC(=O)CN(C2CCCCC2)S(C)(=O)=O)cc1OC
#31 C=CCSc1nnc(Cc2c(C)[nH]c3ccccc23)o1
#32 Cc1oc2cc(O)ccc2c(=O)c1-c1nncn1-c1ccccc1
#33 CN(C)c1ccc(/C=N/NC(=O)C2COc3ccccc3O2)o1 (configuration not stated)

assay / compound,25,26,27,28,29,30,31,32,33
LMNA splice mod,4.5%,4.7%,-3.0%,-7.2%[46 µM],21.1%[46 µM],9.2%,1.6%,0.6%[46 µM],1.1%
NPSR antagonist,-10.1%[46.1 µM],0.0%[46.1 µM],1.6%[46.1 µM],4.8%,-33.0%,-7.8%[46.1 µM],0.7%[46.1 µM],-13.7%,-14.9%
Luc counter,-4.4%,0.1%,14.8%,-0.1%,2.0%,-0.6%,2.2%,-3.2%,-0.3%
IMPase Li cell,10.6%[38.3 µM],-8.5%[38.3 µM],17.3%[38.3 µM],-6.2%,10.9%,4.3%[38.3 µM],3.1%,-0.9%,2.7%
Epigenetic reg,-0.7%,0.8%,-1.0%,-1.4%,-1.3%,-1.1%,0.0%,0.0%,?
CBFb RUNX1 block,4.7%,0.2%,1.6%,-11.5%,0.9%,10.4%,-4.0%,-3.3%,10.6%
HTT aggregate,1.7%,-22.8%[9.22 µM],-8.9%,10.2%,5.1%[9.22 µM],-16.4%,-6.7%,20.3%,32.4%

Six entries from above, arranged by heavy-atom count, highest first.
#24 CN1CCN(C(=O)c2ccccc2N(Cc2ccccc2)S(=O)(=O)c2ccccc2)CC1
#29 CCC(c1nnnn1C(C)(C)CC)N1CCN(c2ccccc2F)CC1 (configuration not stated)
#30 COc1ccc(NC(=O)CN(C2CCCCC2)S(C)(=O)=O)cc1OC
#32 Cc1oc2cc(O)ccc2c(=O)c1-c1nncn1-c1ccccc1
#28 CCOc1ccccc1NC(=O)CN(C)S(=O)(=O)c1cnc[nH]1
#31 C=CCSc1nnc(Cc2c(C)[nH]c3ccccc23)o1

assay / compound,24,29,30,32,28,31
LMNA splice mod,-1.4%,21.1%[46 µM],9.2%,0.6%[46 µM],-7.2%[46 µM],1.6%
NPSR antagonist,9.7%,-33.0%,-7.8%[46.1 µM],-13.7%,4.8%,0.7%[46.1 µM]
Luc counter,1.1%,2.0%,-0.6%,-3.2%,-0.1%,2.2%
IMPase Li cell,13.0%,10.9%,4.3%[38.3 µM],-0.9%,-6.2%,3.1%
Epigenetic reg,-1.0%,-1.3%,-1.1%,0.0%,-1.4%,0.0%
CBFb RUNX1 block,0.6%,0.9%,10.4%,-3.3%,-11.5%,-4.0%
HTT aggregate,13.1%,5.1%[9.22 µM],-16.4%,20.3%,10.2%,-6.7%

High-throughput results from PubChem BioAssay.
